# PI4K2A block: PI4K2A (human) kinase inhibition; Q9BTU6; purified PI4K2A, ADP-Glo luminescence, 1 h; active compounds read low; activity change, negative = inhibition, % at 76.9 µM; 0.13% of 420,000 active; in the data active = activity change below about -50%; inconclusive = mostly about -30% to -49%;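 note: -100% = wells without enzyme as full effect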
# Target sequence (Q9BTU6 whole entry, looked up): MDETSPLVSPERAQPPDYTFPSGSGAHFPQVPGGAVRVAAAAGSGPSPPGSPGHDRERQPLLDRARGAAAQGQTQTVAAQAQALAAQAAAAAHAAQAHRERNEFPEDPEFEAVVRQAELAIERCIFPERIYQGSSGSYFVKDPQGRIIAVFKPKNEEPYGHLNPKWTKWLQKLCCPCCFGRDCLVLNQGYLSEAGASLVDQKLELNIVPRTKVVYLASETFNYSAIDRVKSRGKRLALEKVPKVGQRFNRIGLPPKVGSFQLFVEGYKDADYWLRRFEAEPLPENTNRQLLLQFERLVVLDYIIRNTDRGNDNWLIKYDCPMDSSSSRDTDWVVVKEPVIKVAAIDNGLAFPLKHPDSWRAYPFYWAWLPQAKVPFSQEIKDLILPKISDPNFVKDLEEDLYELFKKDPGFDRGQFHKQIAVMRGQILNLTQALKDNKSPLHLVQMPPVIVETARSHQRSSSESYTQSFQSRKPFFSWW
#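 ADP-Glo luminescence measured ADP generated by PI4K2A enzyme (4 ug/mL before mixing) with 1.2 mM PI substrate (pre-mix) and 300 microM ATP (pre-mix). Tris pH7.5 buffer with MgCl2, Triton X-100; 1 h reaction at ambient temperature.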
# RXFP1 ag: agonists of human relaxin receptor RXFP1; Potency, µM (series often up to 57.5 µM), for inactives: at the highest dose activation, usual class: activators; 0.3% of 370,000 active; AID 2676; HEK293T-RXFP1 cAMP TR-FRET, 30 min; response scale: percent of porcine relaxin response, buffer zero; Q9HBX9; note: potency is the fitted concentration of half-maximal effect; % is set by controls: 0 for no effect and ±100 for the full control effect; nearly all actives have a fitted effect of over 60% in size; many of its hits are not listed in these tables
#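 HEK293 cells stably expressing RXFP1, treated 30 min at 37C with compounds plus PDE4 inhibitor Ro 20174; cAMP measured by HTRF TR-FRET. Normalized to buffer and 29 nM porcine relaxin; EC50 by Hill fit.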
# Vif-APOBEC3F blk: inhibitors of Vif-A3F interaction; HeLa A3F-eYFP + Vif (tagged APOBEC3F with the HIV-1 protein that degrades it), YFP fluorescence increase; Potency, µM (series often up to 46.1 µM), for the others: at the highest dose activity, negative = active; 0.2% of 390,000 active; AID 602313; note: potency is the fitted concentration of half-maximal effect; % of control where 0% means no effect; nearly all actives have a fitted effect of over 65% in size
#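 HeLa cells stably expressing Vif plus C-terminally eYFP-tagged A3F were seeded, incubated overnight at 37 deg C, dosed with compound, incubated overnight again at 37 deg C. Yellow fluorescence (Ex 488/Em 500-530) reported blocked Vif-mediated A3F-eYFP degradation.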
# Vif-APOBEC3G blk: Vif-A3G binding inhibition; Q9HC16; HeLa A3G-eYFP + Vif (tagged APOBEC3G with the HIV-1 protein that degrades it), YFP fluorescence, overnight; Potency, µM (series often up to 46.1 µM), inactives show top-dose activity, negative = active, most hits filed as inhibitors; 0.076% of 410,000 active; AID 602310;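 note: potency is the fitted concentration of half-maximal effect; % is set by controls: 0 for no effect and ±100 for the full control effect; nearly all actives have a fitted effect of over 60% in size; hits raise eYFP signal because A3G escapes Vif-driven loss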
#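 Read-out is eYFP fluorescence (Ex 488/Em 500-530) from Vif-expressing HeLa A3G-eYFP cells; more signal means A3G escaped Vif-mediated degradation. Cells plated overnight, compound pinned in, incubated overnight at 37 deg C.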
# GRP78 ERSR act: induces the endoplasmic reticulum stress response in human glioma cells; U87-MG GRP78 promoter luciferase reporter, 16 h; Potency, µM, without a hit: at the highest dose activation, actives largely listed as activators; 0.02% of 420,000 active; AID 602332; note: potency is the fitted concentration of half-maximal effect; series mostly up to about 76 µM; % of control where 0% means no effect; nearly all actives have a fitted effect of over 35% in size
#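 Stably transfected U87-MG human glioma cells carrying a GRP78-based luminescent sensor were seeded at 1000 cells/well, pin-dosed with compounds and incubated 16 h. Luciferase reagent was then added, and end-point luminescence was read after 10 min at room temperature.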
# LDHA block: inhibitors of human lactate dehydrogenase A; 0.15% of 480,000 active; P00338; activity change, % (values are at about 110 or 230 µM); purified LDHA, NADH/diaphorase-resazurin fluorescence; active compounds read low; in the data active = activity change below about -30%; inconclusive = mostly about -25% to -30%;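 note: plate controls were DMSO wells for no effect and wells without enzyme for full effect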
#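 Human LDH5 (2 nM) was incubated with 0.06 mM NADH and 0.2 mM pyruvate for 5 min at room temperature in Tris pH 7.4. Remaining NADH was coupled through diaphorase/resazurin, and resorufin fluorescence was read at 0 and 20 min.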
# mIDH1 inhibitor: blocks human mutant IDH1 R132H enzyme; IDH1-R132H enzyme, NADPH consumption, diaphorase/resazurin fluorescence; 0.093% of 390,000 active; O75874; Potency, µM (series often up to 76.6 µM), inactives show at the highest dose activity change, negative = inhibition, hits mostly inhibitors; note: potency is the fitted concentration of half-maximal effect; % is set by controls: 0 for no effect and ±100 for the full control effect; nearly all actives have a fitted effect of over 65% in size
#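 IDH1-R132H (0.5 ug/mL dispensed) in pH 7.5 Tris buffer was preincubated 30 min with compound, then given a substrate mix of 0.016 mM NADPH and 2 mM alpha-KG for 80 min at room temperature; remaining NADPH was read by diaphorase/resazurin fluorescence.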
# USP1 inh: inhibitors of human USP1/UAF1 deubiquitinase. O94782. recombinant USP1/UAF1, Ub-Rhodamine cleavage fluorescence. Potency, µM (doses to about 57.1 µM), inactives show at the top dose activity change, negative = inhibition, hits mostly inhibitors. 0.23% of 390,000 active. AID 743255; note: potency is the fitted concentration of half-maximal effect; % is set by controls: 0 for no effect and ±100 for the full control effect; nearly all actives have a fitted effect of over 60% in size; inactives centre near -12
#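 In this screen, compounds sit with the deubiquitinase complex (1nM) for 15 min at room temperature before Ub-Rho is added at 150nM final. Fluorescence rise is then followed for 6 reads every 60 seconds.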
# TrxR1 substrate: rat thioredoxin reductase 1 substrate activity | O89049 | purified TrxR1 substrate turnover, NADPH consumption readout | Potency, µM (titrated, usually from 114 µM), for inactives: top-dose activity change, negative = substrate turnover | 0.01% of 390,000 active; note: potency is the fitted concentration of half-maximal effect; % is set by controls: 0 for no effect and ±100 for the full control effect; nearly all actives have a fitted effect of over 50% in size
# Target sequence (O89049 whole entry, looked up): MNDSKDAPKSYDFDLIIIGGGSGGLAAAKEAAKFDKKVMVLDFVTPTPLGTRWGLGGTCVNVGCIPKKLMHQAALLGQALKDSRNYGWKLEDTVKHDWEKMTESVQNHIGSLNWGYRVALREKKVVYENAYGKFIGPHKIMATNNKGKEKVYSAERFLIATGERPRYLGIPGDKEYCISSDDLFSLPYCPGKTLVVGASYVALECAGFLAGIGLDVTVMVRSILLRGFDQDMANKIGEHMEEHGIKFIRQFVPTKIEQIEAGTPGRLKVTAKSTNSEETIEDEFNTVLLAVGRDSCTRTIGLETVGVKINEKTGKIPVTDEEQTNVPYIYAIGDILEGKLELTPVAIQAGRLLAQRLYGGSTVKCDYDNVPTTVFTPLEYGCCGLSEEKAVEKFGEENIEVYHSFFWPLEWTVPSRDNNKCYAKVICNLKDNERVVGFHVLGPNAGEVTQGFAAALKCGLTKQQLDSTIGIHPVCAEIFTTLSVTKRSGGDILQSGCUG
#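 Rat TrxR1, dispensed at 90 nM, was prereduced with 400 uM NADPH (final) for 5 min at ~22 deg C, then incubated with compound 15 min before 400 uM selenite. A first-read NADPH fluorescence drop versus no-compound background flagged substrates.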
# * marks the source's active call; other numbers are inactive results; ? = inconclusive; nt = not tested or not shown; [ ] = remark or other dose. Unless noted, calls come from the whole dose curve; as a rule, active = well fitted curve in the direction sought with a large enough effect; inconclusive = small, poorly fitted or top-dose-only effect, or another doubt; inactive = no such curve, though single readings can be large; an effect the other way counts as inactive or inconclusive. Not all compounds are listed. The share of hits here may be higher or lower than overall.
SMILES,PI4K2A block,RXFP1 ag,Vif-APOBEC3F blk,Vif-APOBEC3G blk,GRP78 ERSR act,LDHA block,mIDH1 inhibitor,USP1 inh,TrxR1 substrate
O=C(O)c1ccc(Cn2cc(/C=C\[N+](=O)[O-])c3ccccc32)o1,-19,-0.1%,12%,4%,1%,-3,3%,-3%,-11%
O=c1c2c3c(sc2nc2n1N=C(c1cccs1)CS2)CCCC3,-6,0.1%,-12%,1%,5%,-11,-7%,-1%,7%
O=C(Nc1ccc(-c2cn3ccccc3n2)cc1)c1ccc(Cl)cc1,9,13%,1%,-6%,-2%,-13,6%,-14%,9%[57.1 µM]
O=C(NCCc1ccc(Cl)cc1)c1ccc(OCC2CCCO2)cc1 (configuration not stated),1,0.2%,-1%,0%,0%,0,-7%,-13%,3%
CC(Oc1cccc(Cl)c1)C(=O)Nc1ccc(S(=O)(=O)Nc2ncccn2)cc1 (configuration not stated),-3,4.0%,1%,0%,-5%,0,4%,-21%,5%
CC(=O)NC1=NN(C(C)=O)C(c2ccccc2)S1 (configuration not stated),4,1.0%,-13%,-1%,0%,-2,1%,-1%,7%[11.4 µM]
O=C(O)Cn1nnc(-c2ccccc2)c1COc1ccccc1,1,nt,nt,0%,-3%,-6,nt,nt,nt
CC(=O)C1=C(C)NC(=O)CC1c1ccc(Br)cc1 (configuration not stated),3,2.1%,-10%,0%,-3%,-2,10%,-14%,-1%
C[C@H]1CN([C@@H](C)CO)C(=O)CCCn2cc(nn2)CO[C@@H]1CN(C)C(=O)Nc1ccc(F)cc1,3,nt,-6%,-4%,-3%,-11,-1%,-7%,nt
CCN(CC)CCCNC(=O)c1nn(-c2ccc(OC)cc2)c(=O)c2c1c1ccccc1n2C,-1,5.9%,nt,nt,nt,-2,nt,?,6%
C(=N\N1CCN(C(c2ccccc2)c2ccccc2)CC1)/c1ccc2c(c1)OCO2,-2,-0.1%,2%,0%,-2%,-7,0%,-5%,-5%
CN1CCOc2c1cnn(CCO)c2=O,-2,nt,nt,1%,-4%,-5,nt,nt,nt
Cc1[nH]c2ccccc2c1/C=C(\C#N)C(=O)NC(C)c1ccccc1 (configuration not stated),4,0.2%,1%,0%,2%,-24,-2%,-16%,6%
CCCc1cc(-c2n[nH]c(=S)n2C(C)c2ccccc2)cs1 (configuration not stated),5,-1.5%,-13%,-6%,2%,-5,6%,-8%,3%[57.1 µM]
Cc1cc(CNC(=O)c2ccc3oc(C(C)C)nc3c2)nn1C,6,-1.4%,-2%,-1%,-1%,-3,13%,-13%,3%
COc1ccc(Br)cc1CN(C)C(=O)Cc1ccc(OC)c(S(=O)(=O)N2CCOCC2)c1,-18,1.8%,-9%,-3%,0%,0,12%,-19%,23%
Cc1ccc(CN2C(=O)C[C@@H](NC(=O)OCC3c4ccccc4-c4ccccc43)C/C=C\C2c2ccc(C)cc2)cc1 (some centres not stated),-5,nt,1%,2%,-4%,2,13%,-30%,-1%
CC(C)OCCCNCc1cccs1,20,3.1%,6%,1%,-3%,-4,8%,-5%,-6%
CCOC(=O)c1cc(-c2ccc(F)cc2)n(CCC(=O)NCc2ccc(C)cc2)c1C,-5,-1.3%,7%,3%,3%,-8,-10%,-19%,-4%[57.1 µM]
COc1ccccc1NC(=O)c1c(NCc2ccc(C)o2)sc2c1CCC(C)C2 (configuration not stated),4,-0.1%,1%,-1%,-1%,6,10%,-17%,4%[57.1 µM]

# Taken from above:
# Reading for O=c1c2c3c(sc2nc2n1N=C(c1cccs1)CS2)CCCC3 in PI4K2A block: -6
# Reading for COc1ccccc1NC(=O)c1c(NCc2ccc(C)o2)sc2c1CCC(C)C2 (configuration not stated) in USP1 inh: -17%
# Reading for CN1CCOc2c1cnn(CCO)c2=O in GRP78 ERSR act: -4%
# Reading for CC(Oc1cccc(Cl)c1)C(=O)Nc1ccc(S(=O)(=O)Nc2ncccn2)cc1 (configuration not stated) in mIDH1 inhibitor: 4%

# 2 of the compounds above, as tab-separated lines:
SMILES	PI4K2A block	RXFP1 ag	Vif-APOBEC3F blk	Vif-APOBEC3G blk	GRP78 ERSR act	LDHA block	mIDH1 inhibitor	USP1 inh	TrxR1 substrate
O=C(O)c1ccc(Cn2cc(/C=C\[N+](=O)[O-])c3ccccc32)o1	-19	-0.1%	12%	4%	1%	-3	3%	-3%	-11%
O=c1c2c3c(sc2nc2n1N=C(c1cccs1)CS2)CCCC3	-6	0.1%	-12%	1%	5%	-11	-7%	-1%	7%

# Next section:
SMILES,PI4K2A block,RXFP1 ag,Vif-APOBEC3F blk,Vif-APOBEC3G blk,GRP78 ERSR act,LDHA block,mIDH1 inhibitor,USP1 inh,TrxR1 substrate
O=C(/C=C/c1cccc([N+](=O)[O-])c1)N1CCN(c2ccccn2)CC1,3,0.8%,1%,-6%,-3%,0,-1%,-12%,0%
O=C(COc1ccccc1)NC(=S)N1CCc2ccccc21,-1,0.6%,-3%,0%,6%,-2,2%,-15%,-6%[11.4 µM]
COC(=O)c1cccc(NC(=O)c2cccc(OC)c2)c1,?,2.5%,-1%,0%,10%,-10,11%,-17%,-2%
[O-][n+]1c2c(c3c4non(O)c4ccc31)CCCC2,-4,0.2%,-2%,-1%,2%,2,2%,?,5%
CCOC(=O)C1CCN(c2cc(=O)n(Cc3ccc(F)cc3)c(=O)[nH]2)CC1,2,0.4%,0%,-5%,-2%,-3,7%,-9%,5%[57.1 µM]
CCC(=O)N1CCc2cc(S(=O)(=O)CCC(=O)Nc3ccc(C(C)=O)cc3)ccc21,2,3.8%,-12%,5%,-2%,-14,0%,5%,-2%
O=c1c2c(-c3ccco3)csc2nc(SCc2cn3cccnc3n2)n1-c1ccccc1,-58*,11%,-5%,1%,0%,-2,6%,-22%,4%[11.4 µM]
CC(=O)c1c(C(C)=O)c(C)n(Cc2ccccc2)c1C,5,1.2%,4%,1%,-5%,-9,2%,-9%,7%[57.1 µM]
C/C=C(/C)C(=O)O[C@@H]1[C@H](OC(C)=O)c2c(ccc3ccc(=O)oc23)OC1(C)C,0,0.3%,-4%,-4%,-2%,-18,-8%,-25%,7%
O=C(CSc1oc(-c2ccco2)nc1S(=O)(=O)c1ccc(Cl)cc1)NCC1CCCO1 (configuration not stated),-12,-0.7%,4%,0%,-1%,0,1%,-10%,5%[57.1 µM]
COc1ccc(N2C(=O)CC2(C#N)c2ccc(OCc3ccccc3)cc2)cc1 (configuration not stated),-4,1.4%,-9%,-3%,0%,4,3%,-11%,3%
Cc1cc2ccccc2n1CCNC(=O)Cc1ccccc1,-5,1.8%,6%,0%,-3%,1,1%,-6%,7%[57.1 µM]
CCCCNC(=S)NNC(=O)c1ccco1,5,1.8%,-1%,0%,-2%,-5,2%,-8%,7%
Cc1ccc(C(C(=O)NC2CCCC2)N(C(=O)c2csnn2)C2CC2)cc1 (configuration not stated),-1,0.0%,-3%,-4%,-3%,-1,-10%,3%,-5%
CCOc1ccc(CN(C)C(=O)CNC(=O)Cc2cccc3ccccc23)cc1,1,0.5%,7%,-5%,-1%,-1,11%,-3%,6%
O=C(CN1CCCCCC1)Nc1ccc(Br)cc1Br,0,1.1%,-4%,0%,2%,-3,4%,-20%,-1%
O=C(Cc1ccccc1)Nc1cccc(N2CCCC2)c1,-2,-0.7%,3%,-4%,-4%,14,5%,-9%,-12%
COc1ccc2nc(NC(=O)CSc3nnc(N)s3)sc2c1,1,0.1%,-6%,-1%,0%,-1,-1%,-12%,-5%
O=C(CNCc1ccc(Cl)cc1)Nc1cc(S(=O)(=O)N2CCCC2)ccc1Cl,5,nt,-6%,7%,-5%,-17,-2%,-11%,2%
COc1ccc(-n2c(C)n[nH]c2=O)cc1,2,0.2%,nt,-1%,-3%,-6,-6%,-10%,-7%

# Source: PubChem (National Center for Advancing Translational Sciences (NCATS))
